High-throughput results (PubChem)
NCI-60 one-dose screen, 48 h, at 10 µM unless noted. Numbers give growth in % (100 = growth as untreated, 0 = no growth, -100 = all killed).
HS 578T – HS 578T breast cancer; 78,000 compounds, 4.1% hits; AID 1794788
SK-MEL-28 – SK-MEL-28 melanoma. 81,000 compounds, 4.1% hits
T-47D – T-47D breast cancer; 79,000 compounds, 5% hits
SK-MEL-2 – SK-MEL-2 melanoma; 77,000 compounds, 4.7% hits
LOX IMVI – LOX IMVI melanoma. 79,000 compounds, 7.4% hits. AID 1794757
MDA-MB-435 – MDA-MB-435 melanoma. AID 1794794. 82,000 compounds, 7.8% hits
SK-MEL-5 – SK-MEL-5 melanoma | 80,000 compounds, 6.4% hits
BT-549 – BT-549 breast cancer. 78,000 compounds, 4.4% hits
The depositor's hits bear a star; . = not tested or not shown; & = joins results of further samples; ! = not confirmed by another sample. Rule for the calls: active = growth percent below 10; inactive = the rest. Not a hit list, and some 12% of all compounds hit somewhere here.

Start of the listing, in advance:
nr	SMILES	HS 578T	SK-MEL-28	T-47D	SK-MEL-2
1	COc1cc(NC(N)=NCC(C)(C)COc2ccc(C(F)(F)F)cc2)cnc1C#N	32	85	30	77
2	CCOC(=O)c1csc(C2OC(COC(=O)c3ccccc3)C(OC(=O)c3ccccc3)C2OC(=O)c2ccccc2)n1 (centres undefined)	123	106	88	.
3	CC(=O)NCCO[C@H]1Cc2cc3ccc(=O)oc3cc2OC1(C)C	111	103	93	.
4	S=c1ssnc1-c1ccccn1	-7.7*	52	27	32
5	COC(=N)c1ncc(-c2ccc(C(F)(F)F)cc2)c(N[C@@H]2C[C@H]3CC[C@@H]2C3)n1	100	96	84	.
6	Cc1cn(CC(C)C)c(=O)n(-c2ccccc2)c1=O	55	81	103	118
7	CCCOc1nc(-c2ccco2)cc(-c2ccc(Cl)cc2Cl)n1	97	109	103	98
8	COc1cc(-c2cn(-c3ccc(-n4cc(-c5ccc(Cl)cc5)[nH]c4=O)cc3)c(=O)[nH]2)cc(OC)c1OC	97	92	94	138
9	O=c1[nH]c(NCc2nnnn2-c2ccc(Br)cc2)nc2sc3c(c12)CCCC3	100	112	74	108
10	COc1ccc2ccccc2c1C=O	101&114	110&108	114&97	96&94
11	O=C1c2ccccc2C(=O)c2c1ccc(C(Br)Br)c2[N+](=O)[O-]	103	102	-36*	77

nr	LOX IMVI	MDA-MB-435	SK-MEL-5	BT-549
1	67	61	27	75
2	101	100	89	103
3	101	98	108	122
4	6.7*	36	17	50
5	94	93	94	103
6	110	113	106	119
7	90	94	102	96
8	91	109	87	102
9	96	97	100	104
10	96&107	110&52	111&106	97&89
11	-65*	82	61	.

The list itself, from the start:
nr	SMILES	HS 578T	SK-MEL-28	T-47D	SK-MEL-2
1	COc1cc(NC(N)=NCC(C)(C)COc2ccc(C(F)(F)F)cc2)cnc1C#N	32	85	30	77
2	CCOC(=O)c1csc(C2OC(COC(=O)c3ccccc3)C(OC(=O)c3ccccc3)C2OC(=O)c2ccccc2)n1 (centres undefined)	123	106	88	.
3	CC(=O)NCCO[C@H]1Cc2cc3ccc(=O)oc3cc2OC1(C)C	111	103	93	.
4	S=c1ssnc1-c1ccccn1	-7.7*	52	27	32
5	COC(=N)c1ncc(-c2ccc(C(F)(F)F)cc2)c(N[C@@H]2C[C@H]3CC[C@@H]2C3)n1	100	96	84	.
6	Cc1cn(CC(C)C)c(=O)n(-c2ccccc2)c1=O	55	81	103	118
7	CCCOc1nc(-c2ccco2)cc(-c2ccc(Cl)cc2Cl)n1	97	109	103	98
8	COc1cc(-c2cn(-c3ccc(-n4cc(-c5ccc(Cl)cc5)[nH]c4=O)cc3)c(=O)[nH]2)cc(OC)c1OC	97	92	94	138
9	O=c1[nH]c(NCc2nnnn2-c2ccc(Br)cc2)nc2sc3c(c12)CCCC3	100	112	74	108
10	COc1ccc2ccccc2c1C=O	101&114	110&108	114&97	96&94
11	O=C1c2ccccc2C(=O)c2c1ccc(C(Br)Br)c2[N+](=O)[O-]	103	102	-36*	77
12	COc1ccc2cc(-c3ccnc4[nH]c(=O)[nH]c(=O)c34)ccc2c1	91	110	87	118

nr	LOX IMVI	MDA-MB-435	SK-MEL-5	BT-549
1	67	61	27	75
2	101	100	89	103
3	101	98	108	122
4	6.7*	36	17	50
5	94	93	94	103
6	110	113	106	119
7	90	94	102	96
8	91	109	87	102
9	96	97	100	104
10	96&107	110&52	111&106	97&89
11	-65*	82	61	.
12	107	107	102	104

Next results follow:
nr	SMILES	HS 578T	SK-MEL-28	T-47D	SK-MEL-2
13	COc1cc(-c2cc(/C=C/C(=O)c3ccc4c(c3)OCO4)[nH]n2)cc(OC)c1OC	87	94	40	100
14	CCCCc1nc(Cl)c(C2CC(c3ccc4c(c3)OCO4)=NN2c2cc(Cl)cc(Cl)c2)[nH]1 (centres undefined)	77	98	74	106
15	CNC(=O)OCc1nc(SC)n(C)c1COC(=O)NC	108	104	108	114
16	CC(=O)CSc1nc(N)nc2nc[nH]c12	105	105	97	103
17	O=C(N/N=C/[C@H](O)[C@@H](O)[C@@H](O)[C@H](O)CO)c1ccc(NC(=O)c2cccnc2)cc1	108	111	100	109
18	COc1ccc2cc(C(C)NC(=O)Nc3ccc(S(=O)(=O)NC(C)=O)cc3)ccc2c1 (centres undefined)	86	96	114	91
19	CCc1ccccc1-n1c(-c2ccc(OC)cc2)cc(-c2ccc(OC)cc2)c(C#N)c1=O	18	99	91	90
20	COc1ccc(/C=N/n2c(COc3ccccc3)nc3ccccc3c2=O)cc1OC	44	95	69	92
21	O=C(/C=C/c1ccccc1Cl)c1ccc(NC(=O)N2CCN(c3cc4c(cc3F)c(=O)c(C(=O)O)cn4C3CC3)CC2)cc1	114	98	104	107
22	O=[N+]([O-])c1ccc2c(c1)COCO2	112	111	99	114
23	CCN(CC)c1ccc(/C=N/Nc2nc(-c3ccc(Br)cc3)cs2)c(O)c1	102	86	81	95
24	Cc1cc2nc3c4ccccc4n(CCNCCN(C)C)c3nc2cc1C	45	-68*	52	25

nr	LOX IMVI	MDA-MB-435	SK-MEL-5	BT-549
13	43	31	96	61
14	103	95	96	88
15	103	104	103	110
16	104	104	102	98
17	104	106	104	106
18	72	93	100	.
19	95	104	102	101
20	85	92	67	42
21	89	104	101	102
22	95	118	113	87
23	-57*	64	77	37
24	.	8.2*	-89*	24

(further entries)
nr	SMILES	HS 578T	SK-MEL-28	T-47D	SK-MEL-2
25	C=CCSc1n[nH]c(-c2cccs2)n1	101	129	95	3.4*
26	C=C(C)[C@@H]1CC=C2c3sc(Nc4cccc(C(F)(F)F)c4)nc3C[C@@H](C)[C@]2(C)C1	97	102	82	105
27	CC1CCc2c(sc3nc(Nc4ccccc4)n(N)c(=O)c23)C1 (centres undefined)	114	92	90	105
28	FCCOc1ccc(CCC2CCCC(CCc3ccc(OCCF)cc3)N2)cc1 (centres undefined)	101	.	86	107
29	C/C=C/c1ccc(OCC)c(O)c1	98	114	97	111
30	O=C(Nc1ccccc1F)Oc1cccc(OC(=O)Nc2ccccc2F)c1	113	133	106	134
31	COc1ccc(Oc2nc(Nc3ccc(F)cc3)ncc2NC(=O)c2cc(OC)cc(OC)c2)cc1	83	92	75	65
32	O=C(Nc1ccccn1)c1c(Cl)nc2n1CCS2(=O)=O	110	117	110	104
33	CN(C)c1cccc2c(S(=O)(=O)Nc3cccc(-c4csc(NC(=O)CN5CCOCC5)n4)c3)cccc12	77	83	24	.
34	CCCCCCC(C)CC1=C(O)c2ccccc2C(=O)C1=O (centres undefined)	75	64	73	69
35	COC(=O)/C=C1\Sc2ccc(Cl)cc2NC1=O	106	122	91	.
36	COC(=O)Nc1nc2ccc(C(=O)c3ccccc3)cc2[nH]1	22&16&36	56&62&49	77&83&37	-22*!

nr	LOX IMVI	MDA-MB-435	SK-MEL-5	BT-549
25	100	106	104	99
26	93	98	95	99
27	94	92	97	119
28	101	105	100	108
29	87	96	100	112
30	93	107	102	69
31	77	20	73	79
32	90	99	93	93
33	82	95	46	66
34	10	43	12	49
35	93	103	108	120
36	31&31&38	-73*	-9.4*	51&63&64

Other structures follow.
nr	SMILES	HS 578T	SK-MEL-28	T-47D	SK-MEL-2
37	CCOC(=O)C1=C(c2ccccc2)NC(=O)NC1CN1C(=O)c2ccccc2C1=O (centres undefined)	105	105	99	101
38	O=C1CCCCC1C1(O)C(=O)Nc2ccccc21 (centres undefined)	90	98	101	102
39	COc1ccc(Cl)c([N+](=O)[O-])c1	105	106	84	104
40	COC(=O)C[Se]C(=O)Cc1c(C)n(C(=O)c2ccc(Cl)cc2)c2ccc(OC)cc12	30	63	83	87
41	CC12CCC3C4(C)COC(c5ccccc5Cl)OC4CCC3(C)C1CC(C1=CCOC1=O)O2 (centres undefined)	76	61	31	77
42	O=C(c1cc2cc(OCCCN3CCC3)ccc2[nH]1)N1C[C@@H](CCl)c2c1cc(OCc1ccccc1)c1ccccc21	-8.1*	-46*	-12*	-93*
43	C=C(C)[C@@H]1CC[C@]2(C(=O)O)CC[C@]3(C)[C@H](CC[C@@H]4[C@@]5(C)C/C(=C/c6cccc(I)c6)C(=O)C(C)(C)[C@@H]5CC[C@]43C)[C@@H]12	44	75	4.7*	11
44	COCCOC(=O)C1=C(C)N(C)C(=O)NC1c1ccc2c(c1)OCO2 (centres undefined)	109	108	106	116
45	O=C(CCC(=O)Nc1nccs1)Nc1ccc(S(=O)(=O)N2CCOCC2)cc1	110	98	107	101
46	O=c1[nH]c2ccc(Cl)cc2cc1CSc1nccc(-c2ccc(-c3ccccc3)cc2)n1	83	91	87	99
47	O=C(O)COc1cc(F)c(Cl)cc1Cl	93	99	98	105
48	O=c1oc2ccc(Cl)cc2cc1-c1cs/c(=N/N=C\c2ccc(Cl)cc2)n1/N=C/c1ccc(Cl)cc1	101	110	87	93

nr	LOX IMVI	MDA-MB-435	SK-MEL-5	BT-549
37	110	114	104	129
38	106	107	99	108
39	97	100	99	104
40	-55*	40	45	102
41	59	54	17	.
42	-94*	-79*	-23*	-48*
43	.	32	14	35
44	101	103	100	108
45	93	103	91	114
46	92	86	80	93
47	102	99	105	104
48	110	103	104	109

The results go on:
nr	SMILES	HS 578T	SK-MEL-28	T-47D	SK-MEL-2
49	COc1cc(/C=N/C2=NNC(C)(c3ccccc3O)N2C(C)C(=O)O)ccc1O (centres undefined)	97	98	61	88
50	O=C(NN1C(=O)c2ccccc2C1=O)c1ccc2nc(-c3ccc(Cl)cc3)[nH]c2c1	88	97	88	101
51	CN1C(=O)N(C)C2(c3ccccc3)N(CC(=O)NCCN3CCNCC3)C(=O)NC12c1ccccc1 (centres undefined)	95	108	86	99
52	CCOC(=O)c1cc(C(O)C(O)C(O)CO)oc1C (centres undefined)	106	111	97	119
53	COc1ccc(-c2nc3cc(C(=O)NCc4ccccc4)ccc3n2C2CCCCC2)cc1	76	93	68	91
54	NS(=O)(=O)c1ccc(Nc2nc(N/N=C/c3ccccn3)nc(Nc3ccccc3)n2)cc1	-19*	-64*	-18*	-82*
55	O=C1OC(=O)C2C3CC(C(Br)C3Br)C12 (centres undefined)	106	104	91	105
56	CCOC(=O)/C=C\C(=O)O	.	112	111	119
57	O=S(=O)(Nc1nccs1)c1ccc(Nc2nc(O)c(/C=C3\C=Nc4ccccc43)s2)cc1	89	104	95	95
58	COc1ccc(-n2nnc3c(sc4ncc(Cl)cc43)c2=O)cc1	.	101	91	.
59	CCCCN1CCCn2c1nc1c2c(=O)n(CCC)c(=O)n1CCC	96	103	101	90
60	CCOC(=O)c1cc(C(=O)/C=C/c2ccc3c(c2)Sc2ccccc2N3C)n2c(C)cccc12	81	79	76	98
61	OC1CC(c2ccccc2)C1(c1ccccc1)c1ccccc1 (centres undefined)	91	95	105	94

nr	LOX IMVI	MDA-MB-435	SK-MEL-5	BT-549
49	74	100	81	90
50	87	95	87	90
51	96	98	98	112
52	98	106	102	114
53	54	82	39	81
54	-44*	-85*	-85*	-20*
55	94	101	105	104
56	98	103	103	104
57	92	104	.	95
58	93	96	97	92
59	94	102	.	98
60	36	83	52	81
61	100	102	99	108
